# Screening data: PubChem BioAssay, several laboratories
# iPSC survival up = increases survival of single human iPS cells; hiPSC single-cell survival, ATPlite luminescence; 100% = ROCK inhibitor wells, 0% = DMSO; survival enhancement, % at 20 µM; 360,000 compounds, 0.044% hits; in the data active = survival enhancement above about 18%;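 note: cells exposed to compounds for 16 hours before the ATP read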
# LMP1 NFkB inh = inhibitors of Epstein-Barr LMP1-induced NF-kappaB reporter; AID 504558; inhibition, % at 12.5 µM; LMP1-induced NF-kappaB luciferase reporter cells, luminescence; 350,000 compounds, 0.69% hits; in the data active = inhibition above about 41%;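 note: 0% = neutral control wells and 100% = reference inhibitor control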
# TRPM1 prom inh = reduces MITF-dependent TRPM1 promoter luciferase signal | inhibition, % at 12.5 µM | 330,000 compounds, 0.83% hits | AID 488899 | SK-MEL-5 TRPM1 promoter luciferase, 24 h;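 active = mean inhibition across replicates of 60% or more, whatever share of single replicates reaches that level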; note: values of inactives mirror those of a sister screen read the other way
# CF NFkB inh = inhibitors of cystic fibrosis induced NF-kB; KKLEB NF-kB-GFP reporter, PAF-induced, GFP fluorescence overnight; AID 588850; 360,000 compounds, 0.86% hits; inhibition, % at 5 µM;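 active = at least 50% inhibition at 5 µM, scaled per plate between neutral and stimulator controls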;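 note: PAF is a Pseudomonas aeruginosa culture filtrate used as stimulus; plate controls were PAF-stimulated DMSO wells for no effect and unstimulated DMSO wells for full effect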
# NR2E3 ag-1 = NR2E3 (human) agonism; AID 2300; GST-NR2E3/biotin-RetCOR TR-FRET, 1536-well; 320,000 compounds, 0.12% hits; inhibition of corepressor binding, % at 4.78 µM;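 active = percent inhibition above the cutoff of mean plus 3 SD of all tested compounds, set per screening campaign, cut at about 20% in these data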;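 note: 0% = DMSO wells and 100% = biotin wells as full block of FRET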
# Target sequence (Q9Y5X4 whole entry, looked up): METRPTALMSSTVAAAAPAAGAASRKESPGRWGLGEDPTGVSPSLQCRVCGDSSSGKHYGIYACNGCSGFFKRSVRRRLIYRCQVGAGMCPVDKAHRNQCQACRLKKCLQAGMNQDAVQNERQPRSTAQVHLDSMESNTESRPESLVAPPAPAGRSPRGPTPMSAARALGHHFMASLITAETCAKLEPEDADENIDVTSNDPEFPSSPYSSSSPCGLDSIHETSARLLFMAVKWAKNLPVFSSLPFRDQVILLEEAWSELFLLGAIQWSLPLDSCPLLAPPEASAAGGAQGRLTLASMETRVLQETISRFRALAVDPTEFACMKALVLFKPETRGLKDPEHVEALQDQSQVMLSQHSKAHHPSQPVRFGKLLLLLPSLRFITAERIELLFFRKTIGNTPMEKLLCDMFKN
#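 Test system: GST-NR2E3 and biotin-RetCOR proteins | Quantity: 1.35 nM GST-tagged NR2E3 final | Medium: Tris pH 7.5 | Also added: 7 nM biotin-RetCOR | Dosing: Compound at 4.8 µM, single dose | Timing: 5 h at 4 °C | Detection: Time-resolved FRET | Read-out basis: Percent inhibition | Benchmarks: Biotin wells as high control, 0.6% DMSO wells as low control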
# Peg3 promoter = reduces Peg3 promoter-driven luciferase expression in HeLa | HeLa PEG-Prom luciferase reporter, luminescence, overnight | inhibition, % at 20 µM | 360,000 compounds, 1.7% hits | AID 588405;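 active = inhibition of at least 50% at 20 µM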
# NR2E3 ag-2 = human photoreceptor-specific nuclear receptor agonism | Q9Y5X4 | 360,000 compounds, 0.35% hits | inhibition of corepressor binding, % at 3.98 µM | CHO-S Gal4-NCOR/VP16-NR2E3 two-hybrid, luciferase | AID 602229;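 active = inhibition above the mean of all tested compounds plus 3 SD, cut at about 70% in these data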;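 note: 0% = DMSO with NR2E3 transfected cells and 100% = cells lacking NR2E3 construct; higher means lower luciferase signal from less NR2E3 corepressor binding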
# KKLEB cytotox = CF airway cell cytotoxicity counter-screen | KKLEB CF airway cells viability, ATPlite luminescence, overnight; stronger effect = lower value; cells stimulated with P. aeruginosa culture filtrate | activity change (cytotoxicity), % at 5 µM | 360,000 compounds, 0.36% hits;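 active = corrected activity change at or below -50% at 5 µM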
# Shn3 inh set2 = inhibitors of Schnurri-3 3'UTR reporter in osteoblasts; AID 588674; inhibition, % at 12.5 µM; Clone20 osteoblast Shn3 3'UTR firefly luciferase, 24 h; 360,000 compounds, 0.52% hits;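 active = mean inhibition of at least 75% with every replicate also reaching 75%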;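 note: 0% = median of neutral control wells and 100% = pilot-screen positive control compound; some compounds past the cut are filed as inactive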
# C8 TRAIL sens = caspase-8 TRAIL sensitization | NB7+C8 cells + TRAIL, ATPlite viability luminescence | inhibition (viability loss, TRAIL sensitization), % at 10 µM | 360,000 compounds, 1% hits | AID 624354;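 active = compounds causing at least 50% loss of cell viability in the single-dose screen, relative to plate controls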
# HIF-2a inh = inhibitors of HIF-2a; 786-0 RCC cells HIF-2a reporter, luciferase luminescence, overnight; inhibition, % at 18.8 µM; 360,000 compounds, 0.72% hits;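 active = inhibition of the luminescence signal of 40% or more relative to plate controls, in a single-dose primary screen at 18.75 µM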
# Active calls of the source: *; · = no result given. An excerpt (hit frequency here may not be typical).
Compound	NR2E3 ag-2	iPSC survival up	HIF-2a inh	KKLEB cytotox	Peg3 promoter	CF NFkB inh	TRPM1 prom inh	LMP1 NFkB inh	NR2E3 ag-1	Shn3 inh set2	C8 TRAIL sens
C[C@@]12C(=O)N(c3cccc(Br)c3)C(=O)N1[C@H](c1ccc(Cl)cc1)[C@@H]1C(=O)N(C3CCCCC3)C(=O)[C@@H]12	-12.7	-4.8	8.4	-3.2	29.3	22.3	22.5	-9.0	2.8	14.7	-1.8
COc1ccc(C(=O)NC2CCSc3ccccc32)cc1F (configuration not stated)	-12.7	-0.3	-35.0	10.8	-36.2	1.3	6.3	-7.7	-2.0	-21.0	40.7
CCN(CC)C(=O)c1nn(-c2ccccc2)c2c1C1CCC2(C)C1(C)C (configuration not stated)	-19.4	-0.5	-5.3	-13.6	28.7	14.9	32.8	6.9	2.6	1.3	51.0*
CC(NC(=O)CCn1c(=S)[nH]c2ccsc2c1=O)c1ccccc1 (configuration not stated)	-16.1	0.4	28.8	-0.3	6.6	0.7	4.0	-0.5	1.9	8.5	-10.4
Cc1cc(C(=O)CSc2nc(N)cc(N)n2)c(C)n1CC1CCCO1 (configuration not stated)	0.7	1.0	-35.1	4.4	-38.2	-6.7	-8.0	3.8	·	58.7	6.5
CCOC(=O)Cc1csc(NS(=O)(=O)c2ccc(F)cc2)n1	-4.1	-2.6	10.1	9.6	12.7	-12.8	-2.5	3.0	1.9	-4.0	4.7
CCCCCCCCc1nnc(NC(=O)c2ccco2)s1	1.1	3.5	2.7	2.3	-11.9	-13.4	9.7	-5.9	0.1	-0.8	-5.4
COc1ccc(C(=O)NC(C)c2ccc(-n3ccnc3)cc2)c(OC)c1OC (configuration not stated)	-12.7	-0.2	14.2	20.6	10.5	-18.4	-4.5	-0.9	0.6	-3.8	-11.8
Cc1ccc(C(C)C)c(OCc2nnc3n2CCCCC3)c1	-10.1	-2.8	13.1	-15.7	21.8	17.7	-3.1	-9.9	5.6	4.4	-7.3
Cc1cccc(-c2nnc(SC(C)C(=O)N3CCOCC3)o2)c1 (configuration not stated)	-44.4	-0.3	-69.4	-9.5	-31.4	-5.8	-20.8	-2.2	-3.3	-9.1	18.1
Cc1cccc(NC(=O)CSCC(=O)N2CCN(Cc3ccc4c(c3)OCO4)CC2)c1	-9.2	-0.2	3.7	4.5	0.6	-10.7	-1.9	-9.5	0.4	-0.5	-2.5
C/C(=N/NC(=O)c1ccccc1)c1ccc(NC(=O)C(F)(F)F)cc1	-84.0	1.9	-26.1	-5.1	-66.5	0.4	-13.7	-22.4	3.9	-12.8	-15.9
CCOC(=O)N1CCN(Cc2c(F)cccc2F)CC1	-7.3	-2.6	12.2	11.4	-3.0	-16.9	-10.5	5.1	0.8	10.1	-10.2
CC1(N(O)C=C2C=CC(=O)C=C2)CCCCC1=O (configuration not stated)	-3.1	0.5	8.6	-2.0	7.8	-10.8	-9.1	6.6	4.8	·	-24.6
Cn1c(N)c(C(=O)COC(=O)C2Cc3ccccc3CN2S(C)(=O)=O)c(=O)n(C)c1=O (configuration not stated)	9.8	11.2	3.8	-0.8	4.5	-33.6	·	-2.1	·	-0.3	-16.4
C[C@]12CCC3C(CC[C@H]4CC(O)CC[C@]34C)C1CC/C2=N/O (some centres not stated)	5.3	-0.4	6.6	-4.2	0.7	1.7	-19.5	4.2	0.2	25.5	-6.0
CC(C)CN=CC1=C(O)c2ccccc2C1=O	-108.2	0.2	-211.9	4.7	-179.2	5.8	-63.2	-7.2	0.4	-45.7	31.3
Cc1nc(SCC(=O)NCC2CCCO2)c2c3c(sc2n1)CCC3 (configuration not stated)	-43.0	0.4	5.8	-4.3	4.0	-4.1	-2.9	-4.1	·	13.9	7.8
CCN1CCCC1CNC(=O)C(NC(=O)C1CCC(C)CC1)C(C)C (configuration not stated)	-15.5	0.4	6.4	-0.6	-11.0	11.2	-18.2	-5.7	-0.1	2.4	-5.5
CC(SCC(=O)NC(C)C1CC2CCC1C2)C(=O)O (configuration not stated)	-2.8	-0.2	16.9	4.8	3.1	-0.2	3.0	-1.6	3.4	16.3	0.8
Cc1ccc(C(C)(C)NC(=O)C2CCC(=O)N(CCCN3CCOCC3)C2)cc1 (configuration not stated)	10.2	-0.2	8.4	1.4	-3.3	2.0	11.8	-3.2	-1.6	-9.8	-13.9
CCCNC(=O)c1cc2nc(-c3ccccc3)cc(C(F)(F)F)n2n1	-33.6	1.9	-23.1	10.0	-18.1	-12.8	-27.3	-6.3	3.0	-11.0	2.5
Cc1nn(Cc2ccccc2Cl)c(C)c1C(=O)NCCN1C(=O)S/C(=C\c2ccccc2)C1=O	12.7	-0.4	11.9	-11.7	33.7	20.6	7.4	-3.6	-2.2	13.0	-3.4
Cn1c(=O)c(=O)n(C)c2cc(S(=O)(=O)Nc3ccc(OC(F)(F)F)cc3)ccc21	13.6	-0.2	-1.7	-7.0	-89.6	2.0	15.6	-24.4	0.3	-1.5	-6.2
COc1ccccc1NS(=O)(=O)c1ccc(C(=O)NCC2(N(C)C)CCCCC2)cc1	-5.2	-0.7	10.9	-27.5	26.1	47.7	6.0	-14.2	1.6	9.4	16.1
CC(C)C(=O)N1CCN(c2ccccc2NC(=O)c2ccc(C#N)cc2F)CC1	-17.1	-0.6	19.9	-9.0	11.3	-21.1	25.0	-1.2	-2.3	-6.7	9.1
CCOC(=O)C1=C(Nc2ccc(Cl)cc2)OCC1=O	1.3	-0.4	1.7	-4.6	-9.2	-3.3	-19.4	-6.2	-3.5	-0.2	4.4
COc1ccc(CC(=O)Nc2c(C(=O)N3CCN(c4ccccc4OC)CC3)oc3ccccc23)cc1OC	8.5	0.2	4.3	-0.9	14.8	8.9	4.4	-1.1	-4.0	6.3	-20.1
CCOC(=O)c1cc(CC)sc1/N=C/C1C(=O)CCCC1=O	-10.2	-0.4	14.3	4.2	-2.7	-10.5	0.4	3.3	-0.6	-3.9	2.6
OC(CCCC(O)c1ccccc1)c1ccccc1 (configuration not stated)	-10.7	1.8	-6.1	13.0	5.6	4.3	-17.8	2.6	·	7.4	-1.4

# A portion from the list above, for reference:
Compound	NR2E3 ag-2	iPSC survival up	HIF-2a inh	KKLEB cytotox	Peg3 promoter	CF NFkB inh	TRPM1 prom inh	LMP1 NFkB inh	NR2E3 ag-1	Shn3 inh set2	C8 TRAIL sens
COc1ccc(CC(=O)Nc2c(C(=O)N3CCN(c4ccccc4OC)CC3)oc3ccccc23)cc1OC	8.5	0.2	4.3	-0.9	14.8	8.9	4.4	-1.1	-4.0	6.3	-20.1
CCOC(=O)c1cc(CC)sc1/N=C/C1C(=O)CCCC1=O	-10.2	-0.4	14.3	4.2	-2.7	-10.5	0.4	3.3	-0.6	-3.9	2.6
OC(CCCC(O)c1ccccc1)c1ccccc1 (configuration not stated)	-10.7	1.8	-6.1	13.0	5.6	4.3	-17.8	2.6	·	7.4	-1.4

# Later entries:
Compound	NR2E3 ag-2	iPSC survival up	HIF-2a inh	KKLEB cytotox	Peg3 promoter	CF NFkB inh	TRPM1 prom inh	LMP1 NFkB inh	NR2E3 ag-1	Shn3 inh set2	C8 TRAIL sens
Cc1ccc(C)c(N(CC(=O)NC2CCCCC2)C(=O)CNC(=O)c2ccco2)c1	-15.9	-0.4	4.6	2.2	-7.3	2.6	-5.0	-2.1	1.5	-2.8	6.3
Cn1c(=O)[nH]c(=O)c2c1nc(N1CCOCC1)n2CC(=O)c1ccccc1	-31.4	-0.7	6.8	11.3	16.1	-14.3	-0.8	1.8	4.6	4.1	-4.2
CCOc1ccc2nc(N/C(N)=N/S(C)(=O)=O)nc(C)c2c1	6.8	0.3	-127.0	0.7	-147.1	-5.0	-76.5	-9.1	-2.7	-29.3	19.5
CCc1ccc(N2CC(C(=O)NCc3ccco3)CC2=O)cc1 (configuration not stated)	9.7	-0.2	4.9	-2.1	-2.8	1.1	-5.1	-4.3	-1.0	-18.0	3.8
CCc1ccccc1NC(=O)CCC(=O)Nc1nnc(C(C)C)s1	0.1	2.7	1.3	-2.4	-2.1	-29.3	8.5	-0.6	2.6	6.6	-16.9
COCCNC(=O)c1cc(-c2ccccc2)nn1CC1CC(c2cccnc2)=NO1 (configuration not stated)	-26.2	0.7	-10.9	-1.3	1.2	-2.1	0.5	0.3	1.0	0.0	6.3
CCN1CCCC1CNC(=O)Cn1nc(C)n2nc(-c3ccccc3)cc2c1=O (configuration not stated)	-11.9	-0.4	-2.1	4.7	16.0	-7.3	-2.0	-8.2	-0.8	-14.9	7.3
Cc1cc(Cl)ccc1OCC(=O)NCCCn1ccnc1	12.1	0.7	6.2	-6.2	-8.5	-5.0	16.2	4.5	-2.3	-12.6	-3.3
Cc1ccc2nc(NC(=O)CSc3nc4ccccc4o3)sc2c1	-58.8	-0.7	-189.6	-4.1	-167.3	-10.2	-6.0	-12.8	3.5	-33.3	-3.7
O=C(NCc1ccccc1)c1ccc(-c2cn[nH]c2)c2ccoc12	-29.5	107.0*	-171.2	-66.9*	-170.5	54.1*	·	·	·	22.4	6.8
O=c1cc(-c2ccccc2)nc2cc(-c3ccc(F)cc3)[nH]n12	-125.9	0.7	-102.2	1.7	-170.2	-24.8	-13.0	-41.9	-0.3	-154.4	55.7*
COc1ccc(/C=N/NC(=O)CNC(=O)C2COc3ccccc3O2)cc1OC (configuration not stated)	-25.6	1.3	10.4	4.1	11.4	-6.8	-75.5	9.7	-5.0	-26.3	-8.9
Cc1ccc(S(=O)(=O)N/N=C/c2cccc3nccnc23)cc1	-3.1	-0.7	21.1	-14.8	11.2	2.6	12.9	2.2	-4.0	-8.0	10.5
CC1CCCC(NC(=O)COC(=O)Cc2ccc(Br)cc2)C1C (configuration not stated)	4.2	-1.5	6.6	12.7	12.9	4.1	0.3	5.7	1.2	5.9	-9.7
Cn1c(=O)[nH]c(=O)c2c1nc(NCc1ccccc1)n2Cc1ccc(F)cc1	-12.5	0.7	12.4	0.4	8.4	-11.6	0.0	6.9	·	11.6	1.7
CC(C)(C)c1ccc(C(=O)Nc2ccc(F)cc2)s1	-0.2	-0.4	-329.4	3.7	-379.5	-12.2	-86.1	-58.5	-3.2	-126.4	29.7
CCN(CC)C(=O)CSc1nc2ccccc2c(=O)n1-c1ccccc1OC	-25.3	1.8	3.0	-2.6	7.1	-16.4	3.1	5.2	3.4	-12.6	-8.9
CCCc1nc2ccccc2n1Cc1ccccc1OC	-1.8	6.8	1.5	-5.6	5.7	8.3	14.4	7.6	2.5	-4.2	3.3
CC(NCc1ccc(S(N)(=O)=O)cc1)C(=O)NCc1ccccc1 (configuration not stated)	-7.6	1.5	19.8	6.3	4.3	-3.2	-1.3	-0.4	0.3	9.0	-15.6
COc1ccc(NC2c3ccccc3C(=O)N2c2ccccn2)cc1Cl (configuration not stated)	-26.5	4.0	-57.5	19.8	9.2	-16.7	-27.1	-5.9	1.6	-4.6	6.0
